CCT modulator – cytosolic chaperonin activity modulation; purified chaperonin ATPase assay, HTRF ADP detection, 30 min; activity change, % (test concentration not listed), hits read low; 360,000 tested, 0.3% active; AID 651819; in the data active = activity change below about -30%; also: % is scaled to controls: 0 for no effect and ±100 for the full control effect
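First, chaperonin was dispensed at 40 nM or 20 nM final depending on batch activity. Next, compounds were pinned at 76 uM and ATP added at 10 uM. After 30 min at 37 °C, ADP detection reagents ran 30 min at ambient temperature.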
PLK1 PBD block – PLK1 (human) polo-box domain binding inhibition; P53350; Plk1 PBD binding of FITC phosphopeptide, fluorescence polarization; Potency, µM, inactives show max response, negative = inhibition, usual class: inhibitors; 360,000 tested, 2.8% active; AID 720504; also: potency is read from the fitted curve at half-maximal effect; series mostly up to about 57 µM; % is scaled to controls: 0 for no effect and ±100 for the full control effect; nearly all actives have a fitted effect of over 65% in size
Target sequence (P53350 whole entry, looked up, the tested form may be a part): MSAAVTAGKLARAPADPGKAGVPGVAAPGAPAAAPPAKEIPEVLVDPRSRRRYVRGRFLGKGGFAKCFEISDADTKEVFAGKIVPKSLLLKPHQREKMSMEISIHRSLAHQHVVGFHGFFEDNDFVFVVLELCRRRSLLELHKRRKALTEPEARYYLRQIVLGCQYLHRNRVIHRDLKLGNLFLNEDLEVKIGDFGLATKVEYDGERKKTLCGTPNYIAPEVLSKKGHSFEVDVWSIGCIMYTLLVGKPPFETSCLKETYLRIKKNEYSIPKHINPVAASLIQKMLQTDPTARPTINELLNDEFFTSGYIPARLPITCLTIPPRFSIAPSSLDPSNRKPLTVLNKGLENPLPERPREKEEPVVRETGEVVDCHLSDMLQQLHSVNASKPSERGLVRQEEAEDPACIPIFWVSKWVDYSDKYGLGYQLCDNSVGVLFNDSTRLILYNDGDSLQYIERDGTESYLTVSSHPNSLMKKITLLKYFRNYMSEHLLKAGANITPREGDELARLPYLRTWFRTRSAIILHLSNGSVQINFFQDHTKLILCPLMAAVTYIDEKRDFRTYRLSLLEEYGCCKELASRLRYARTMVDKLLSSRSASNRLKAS
EPAC1 antagonist – antagonists of human EPAC1. EPAC1 GEF assay, Rap1b-BODIPY-GDP exchange fluorescence. Potency, µM (top dose mostly 115 µM), for inactives: at the highest dose activity change, negative = inhibition, hits mostly inhibitors. 360,000 tested, 0.14% active. AID 720709;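 also: potency is read from the fitted curve at half-maximal effect; plate controls were vehicle for no effect and positive control for full effect; nearly all actives have a fitted effect of over 50% in size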
EPAC2 ag – agonists of human EPAC2 (RAPGEF4). Q8WZA2. EPAC2 activation, biochemical qHTS; response scale: 100% = 6.5 mM cAMP response. Potency, µM (highest dose often 154 µM), inactives show at the highest dose activation, usual class: activators. 360,000 tested, 0.079% active. AID 720711; also: potency is read from the fitted curve at half-maximal effect; nearly all actives have a fitted effect of over 50% in size
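Guanine nucleotide exchange by EPAC2 is measured as reduced fluorescence of BODIPY-GDP once it is released from 250 nM Rap1B. Plates are read kinetically for 30 min at room temperature; results are scaled to 6.5 mM cAMP.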
PI5P4Ka inh – inhibitors of human PI5P4K alpha. max response, %. 330,000 tested, 1.2% active. PI5P4Kalpha enzyme, ADP-Glo luminescence, 60 min; stronger effect = lower value; active = max response of -50% or lower; inconclusive = between -30% and -50%; inactive = -30% or higher; also: value at the top dose of about 77 µM; % is scaled to controls: 0 for no effect and ±100 for the full control effect
Target sequence (P48426 whole entry, looked up): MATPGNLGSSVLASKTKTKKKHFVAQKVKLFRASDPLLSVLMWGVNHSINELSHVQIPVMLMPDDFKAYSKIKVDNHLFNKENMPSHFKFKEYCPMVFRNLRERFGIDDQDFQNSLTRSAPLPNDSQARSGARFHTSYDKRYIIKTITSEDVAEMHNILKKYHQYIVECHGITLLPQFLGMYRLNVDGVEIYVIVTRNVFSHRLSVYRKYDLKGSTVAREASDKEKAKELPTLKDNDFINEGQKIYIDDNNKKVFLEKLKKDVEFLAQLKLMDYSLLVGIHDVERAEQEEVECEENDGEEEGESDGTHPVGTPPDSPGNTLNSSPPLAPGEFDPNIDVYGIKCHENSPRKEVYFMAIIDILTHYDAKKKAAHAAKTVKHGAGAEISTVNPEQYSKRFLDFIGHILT
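Quantitative HTS of the MLSMR library against PI5P4Kalpha with substrate. ATP added last at 5 microM final; room temperature, 60 minutes. Remaining ATP depleted, ADP converted and read as luminescence.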
WRN inhibitor – blocks human WRN helicase. 360,000 tested, 0.46% active. Q14191. Potency, µM (doses to about 114 µM), for inactives: top-dose activity change, negative = inhibition, usual class: inhibitors. WRN helicase unwinding, fluorescent forked duplex, kinetic; also: potency is read from the fitted curve at half-maximal effect; % is scaled to controls: 0 for no effect and ±100 for the full control effect; nearly all actives have a fitted effect of over 55% in size
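WRN at 20 nM final was preincubated with compound for 15 min at room temperature; reaction started with 100 nM forked duplex oligonucleotide carrying fluorophore and quencher plus 2 mM ATP (final). Unwinding followed kinetically by red fluorescence (ex 525/em 598 nm).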
EPAC1 agonist – activates human EPAC1 exchange factor | O95398 | EPAC1 agonist qHTS, biochemical assay; response scale: 100% = response to 6.5 mM cAMP | Potency, µM (titrated, usually from 154 µM), without a hit: top-dose activation, most hits filed as activators | 360,000 tested, 0.073% active | AID 720707; also: potency is read from the fitted curve at half-maximal effect; nearly all actives have a fitted effect of over 60% in size
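Nucleotide exchange by EPAC1 (100 nM) on Rap1B–BODIPY-GDP (250 nM) in the presence of 50 uM GDP is tracked fluorescently at 480/540 nm over 30 min. Signals are normalized to a 6.5 mM cAMP control.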
IL-2 act – IL-2 activation; IL-2 activation reporter assay, cell-based qHTS; stimulated with anti-CD3/CD4/CD28 beads; in transgenic mouse T cells; activation, % (series mostly up to about 46 µM); 360,000 tested, 0.065% active; AID 652025; in the data active = activation above about 50%; inconclusive = mostly about 30% to 49%; also: 0% is about no effect
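Unstimulated transgenic mouse T cells, 750 per well, received compound and, after 60 minutes, anti-CD3/anti-CD4 bead plus anti-CD28 stimulation. EGFP and DsRed were quantified after 18 hours.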
Numbers without * were called inactive; ? = inconclusive; . = not tested or not shown; [ ] = another dose, or the depositor's remark. Unless noted, calls follow the shape of the dose curve; as a rule, active = well fitted curve in the direction sought with a large enough effect; inconclusive = small, poorly fitted or top-dose-only effect, or another doubt; inactive = no such curve, though single readings can be large; an effect the other way counts as inactive or inconclusive. The list is partial, so the mix of outcomes need not match the whole.

SMILES	CCT modulator	PLK1 PBD block	EPAC1 antagonist	EPAC2 ag	PI5P4Ka inh	WRN inhibitor	EPAC1 agonist	IL-2 act
CCOC(=O)C(C)Sc1nc2c(c(=O)[nH]c(=O)n2C)n1CCc1ccccc1 (centres undefined)	-3.7	?	0%	7%	0	2%	9%	0.1
COc1cc2c(cc1OC)CN(C(=O)c1ccc(S(=O)(=O)N3CCCCCC3)cc1)CC2	2.6	-7%	4%	-6%	-6	5%	-4%	0.7
COc1ccc(C(=O)NC(=S)NNC(=O)c2c(-c3ccccc3)noc2C)cc1	0.4	-6%	-22%	16%	-3	-7%	-3%	-0.7
COC(=O)c1cccc(NC(=O)CSc2nnc(COc3ccc(C#N)cc3)n2-c2ccccc2)c1	1.1	-4%	-8%	12%	3	-12%	9%	-4.6
CCn1ncc([N+](=O)[O-])c1C(=O)Nc1c(C)nn(Cc2ccc(F)cc2)c1C	0.2	-5%	9%	1%	1	-2%	-8%	-3.9
O=C(Nc1nc2ccc([N+](=O)[O-])cc2s1)c1ccc(S(=O)(=O)N2CCCc3ccccc32)cc1	-4.7	5%	11%	12%	6	0%	9%	-3.4
NC(=O)c1nnn(-c2ccccc2)c1N	1.3	-13%	-6%	6%	-2	6%	-2%	0.0
Cc1ccc(CNC(=O)CS(=O)(=O)CC(=O)O)cc1	-1.1	-4%	20%	-1%	-3	-2%	3%	-0.5
CC(C(=O)Nc1nnc(C2CC2)s1)N1C(=O)C2CC=CCC2C1=O (centres undefined)	0.2	-1%	2%	10%	7	-2%	15%	-0.2
COc1cccc(NC(=O)COC(=O)c2ccccc2SCC(=O)N2CCCC2)c1	-4.0	-9%	8%	18%	-8	7%	5%	-5.2
COc1cccc(C(=O)Nc2ccc(C(=O)NCC(C)C)cc2)c1	-1.1	-4%	2%	1%	0	4%	-14%	-0.4
O=c1[nH]c(=O)c2nnc(N/N=C/c3ccccc3F)nc2[nH]1	-0.1	-4%	2%	5%	-88*	-8%	5%	0.3
COc1ccc(CCN(Cc2ccccn2)C(=S)Nc2ccccc2C)cc1OC	-0.3	-6%	?	4%	-2	2%[57.1 µM]	10%	-1.5
C=CCNc1nc(-c2ccc([N+](=O)[O-])cc2)cs1	-0.8	-2%	5%	1%	7	-12%	-6%	-0.3
COc1ccc(N2CCN(C(=O)c3cccc(NS(=O)(=O)c4cccc(F)c4)c3)CC2)cc1	-0.2	3%	-12%	13%	0	-1%	3%	-2.3
O=C(COC(=O)c1cccc(O)c1)Nc1ccc(OC(F)F)cc1	-1.1	-1%	0%	10%	1	-5%	3%	-0.4
O=C(OCC(=O)N1CCCC1)c1cncc(Br)c1	-2.9	-12%	2%	6%	4	2%	-1%	0.3
Cc1oc(-c2cccc(F)c2)nc1CN1CCCCC1CCn1cccn1 (centres undefined)	-0.8	1%	-3%	4%	1	2%	9%	-0.1
O=C1C=C(Nc2ccccc2O)c2ccccc2C1=O	2.2	-12%	-23%	-3%	-17	?	-5%	-0.6
O=C1CNC(=S)N1CCc1ccccc1Cl	1.9	0%	-1%	-2%	2	2%	2%	0.4
CC(C)C(=O)NNC(=O)C1CC1(c1ccccc1)c1ccccc1 (centres undefined)	0.5	-2%	-6%	-5%	1	-12%	0%	-4.2
CNC(=S)NNC(=O)c1sccc1OCc1ccc(C)cc1	-0.5	-3%	1%	3%	-2	5%	-2%	1.7
Cc1cc(C)n(-c2nc3ccccc3c(=O)n2OCC(=O)OCc2ccccc2)n1	-22	-1%	-25%	18%	-5	-27%	25%	-0.1
O=C(Nc1cccc(-c2nc3ncccc3o2)c1)c1sc2cc(Cl)ccc2c1Cl	-0.8	-18%	8%	-1%	.	-13%	2%	-0.3
Cc1ccccc1OCc1nc2ccccc2c(=O)n1/N=C/c1cn[nH]c1-c1ccccc1	0.4	4%	11%	-2%	3	-26%[57.1 µM]	10%	0.1
(cont.)
SMILES	CCT modulator	PLK1 PBD block	EPAC1 antagonist	EPAC2 ag	PI5P4Ka inh	WRN inhibitor	EPAC1 agonist	IL-2 act
COCC(=O)OCC(=O)Nc1ccc(Cl)cc1[N+](=O)[O-]	-1.9	2%	-2%	4%	7	-4%[57.1 µM]	10%	1.9
N#CC1=C(SCc2ccc(C#N)cc2)N=C(N)C(c2nc(-c3ccccc3)cs2)C12CCCCC2 (centres undefined)	-2.9	5%	-13%	7%	-1	-10%	13%	2.0
O=C(NCCOc1ccccc1)C1CCC(=O)N(CCCN2CCCC2=O)C1 (centres undefined)	-0.2	-11%	6%	6%	1	-31%	13%	-3.5
Cc1cccc(S(=O)(=O)NCCC(=O)OC(C)C(=O)NC(=O)NC2CCCCC2)c1 (centres undefined)	-0.5	-1%	-4%	-2%	-2	0%	-3%	-0.5
C=CCON/C(CCC)=C1\C(=O)CC(C)(C)CC1=NC	-2.4	-4%	-2%	6%	2	-2%	3%	3.0
O=C(Oc1ccc(N(Cc2cccs2)C2=NS(=O)(=O)c3ccccc32)cc1)c1ccc(Cl)cc1	-1.1	-14%	4%	0%	-4	8%	5%	-1.8
Cc1ccc(S(=O)(=O)N2CC(C(=O)O)=CC[C@H]2c2ccc(Cl)cc2)cc1	-0.5	-17%	5%	-6%	2	-2%	-20%	-2.8
N#CCCN1CCCN(CCC#N)CCN(CCC#N)CCCN(CCC#N)CC1	-1.0	-3%	3%	9%	1	7%	4%	-0.1
CC(C)CNC(=O)c1ccccc1NC(=O)c1ccc(CSc2ccccc2)cc1	-0.2	0%	-13%	6%	25	-2%	6%	-0.8
CSc1ccccc1C(=O)N1CCC(n2nccc2NC(=O)C(C)(C)C)CC1	-0.4	-3%	19%	15%	-4	-14%	-7%	-3.1
CC(C)CCN(C(=O)c1ccccn1)c1c(N)n(Cc2ccccc2)c(=O)[nH]c1=O	-0.3	-9%	3%	-10%	-20	6%	-22%	-0.3
CS(=O)(=O)CCC(C(=O)Nc1ccc2c(c1)OCO2)N1Cc2ccccc2C1=O (centres undefined)	1.2	-10%	13%	4%	-19	3%	13%	-1.7
Clc1ccc(-c2nnc(COc3ncnc4ccccc34)o2)cc1	-1.5	-17%	-12%	20%	-9	-1%	8%	0.0
COc1ccc(N(C)C(=O)c2cn(CC(C)C)c(=O)c3cc(OC)c(OC)cc23)cc1	-2.6	-4%	-18%	8%	-14	-7%	-1%	0.3
CCOc1ccc(OCCn2nnc3ccccc3c2=O)cc1	3.1	1%	3%	-12%	2	-3%	-6%	-3.1
Cc1ccccc1Nc1n[nH]c(=S)s1	-7.4	?	0%	15%	?	-3%	-4%	2.6
NNC(=O)C1c2ccccc2Oc2ccccc21	-1.1	-5%	-3%	3%	-2	-2%	2%	2.6
O=C1c2ccccc2S(=O)(=O)N1CCS(=O)(=O)c1ccc(F)cc1	0.2	-4%	-29%	3%	7	2%	6%	-0.9
Cc1ccccc1OCC(=O)O/N=C(\N)Cc1ccc(Cl)cc1	-17	2%	8%	1%	1	2%	3%	0.1
COc1cccc(NC(=O)CN(C)CC(=O)c2c(N)n(Cc3ccccc3)c(=O)n(C)c2=O)c1	0.9	2%	3%	3%	-4	2%	17%	0.0
Cn1ccnc1C1CCCCN1C(=O)c1cc(COc2ccc(F)cc2Cl)on1 (centres undefined)	0.4	-4%	0%	4%	9	-9%	6%	0.1
O=C1CCCC(O)=C1N=Nc1cccc(C(=O)O)c1	1.0	-21%	-21%	9%	?	?	7%	3.4
CCN(CC)C(=O)c1ccc(CS(=O)(=O)c2ccc(Br)cc2)cc1	0.1	-7%	-19%	7%	-2	1%	1%	-1.1
CC(=O)N1CCN(C(=O)c2ccc(S(=O)(=O)Nc3cccc(C(F)(F)F)c3)cc2)CC1	-1.0	7%	1%	7%	-2	6%	6%	-0.2
CC(C)CCNC(=O)C(Cc1ccccc1)NS(=O)(=O)c1ccc2c(c1)c(=O)n(C)c(=O)n2C (centres undefined)	-0.5	5%	2%	2%	0	-1%	-12%	5.0

Reprinted from the listing, nine compounds:
SMILES	CCT modulator	PLK1 PBD block	EPAC1 antagonist	EPAC2 ag	PI5P4Ka inh	WRN inhibitor	EPAC1 agonist	IL-2 act
COCC(=O)OCC(=O)Nc1ccc(Cl)cc1[N+](=O)[O-]	-1.9	2%	-2%	4%	7	-4%[57.1 µM]	10%	1.9
N#CC1=C(SCc2ccc(C#N)cc2)N=C(N)C(c2nc(-c3ccccc3)cs2)C12CCCCC2 (centres undefined)	-2.9	5%	-13%	7%	-1	-10%	13%	2.0
O=C(NCCOc1ccccc1)C1CCC(=O)N(CCCN2CCCC2=O)C1 (centres undefined)	-0.2	-11%	6%	6%	1	-31%	13%	-3.5
Cc1cccc(S(=O)(=O)NCCC(=O)OC(C)C(=O)NC(=O)NC2CCCCC2)c1 (centres undefined)	-0.5	-1%	-4%	-2%	-2	0%	-3%	-0.5
C=CCON/C(CCC)=C1\C(=O)CC(C)(C)CC1=NC	-2.4	-4%	-2%	6%	2	-2%	3%	3.0
O=C(Oc1ccc(N(Cc2cccs2)C2=NS(=O)(=O)c3ccccc32)cc1)c1ccc(Cl)cc1	-1.1	-14%	4%	0%	-4	8%	5%	-1.8
Cc1ccc(S(=O)(=O)N2CC(C(=O)O)=CC[C@H]2c2ccc(Cl)cc2)cc1	-0.5	-17%	5%	-6%	2	-2%	-20%	-2.8
N#CCCN1CCCN(CCC#N)CCN(CCC#N)CCCN(CCC#N)CC1	-1.0	-3%	3%	9%	1	7%	4%	-0.1
CC(C)CNC(=O)c1ccccc1NC(=O)c1ccc(CSc2ccccc2)cc1	-0.2	0%	-13%	6%	25	-2%	6%	-0.8

Following part.
SMILES	CCT modulator	PLK1 PBD block	EPAC1 antagonist	EPAC2 ag	PI5P4Ka inh	WRN inhibitor	EPAC1 agonist	IL-2 act
COC(CN(C)C(=O)c1cn(C)c2ccc(S(=O)(=O)N(C)C3CCCCC3)cc2c1=O)OC	-0.8	2%	1%	3%	0	2%	-5%	2.1
C/C(=N\Nc1nc(-c2ccccn2)nc2ccccc12)c1ccc(F)cc1	0.1	-3%	-2%	1%	-5	0%	-6%	1.3
COc1ccc(N2CCN(C(=O)CN(c3ccccc3)S(=O)(=O)c3ccc(OC)cc3)CC2)cc1	-0.5	-8%	-15%	12%	1	-3%	2%	1.0
CCc1ccccc1NS(=O)(=O)c1cc2c3c(c1)CCN3C(=O)CC2	-0.5	-2%	-1%	-4%	0	-2%	?	1.0
Cc1ccc(NC(=S)Nc2ccc(F)cc2)c(C)c1	-2.1	-26%	-4%	7%	0	3%	7%	-4.2
O=C(CNC(=O)C1COc2ccccc2O1)N/N=C/c1cc(Br)c(O)c(Br)c1 (centres undefined)	0.1	-22%	-9%	9%	-78*	-24%	4%	1.4

Compound activity (PubChem)
